CHT inh – human CHT choline transport inhibition | CHT-expressing cells, membrane potential dye, choline response; stronger effect = lower value | Q9GZV3 | B-score at 10 µM | AID 488975 | 310,000 tested, 0.86% active;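 active = B-score over 3 SD under the library average, and starting fluorescence ratio not unusually high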;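 note: choline stimulus applied at its EC90 after an EC20 pre-addition; B-score computed on integrated fluorescence ratio after choline addition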
Target sequence (Q9GZV3 whole entry, looked up): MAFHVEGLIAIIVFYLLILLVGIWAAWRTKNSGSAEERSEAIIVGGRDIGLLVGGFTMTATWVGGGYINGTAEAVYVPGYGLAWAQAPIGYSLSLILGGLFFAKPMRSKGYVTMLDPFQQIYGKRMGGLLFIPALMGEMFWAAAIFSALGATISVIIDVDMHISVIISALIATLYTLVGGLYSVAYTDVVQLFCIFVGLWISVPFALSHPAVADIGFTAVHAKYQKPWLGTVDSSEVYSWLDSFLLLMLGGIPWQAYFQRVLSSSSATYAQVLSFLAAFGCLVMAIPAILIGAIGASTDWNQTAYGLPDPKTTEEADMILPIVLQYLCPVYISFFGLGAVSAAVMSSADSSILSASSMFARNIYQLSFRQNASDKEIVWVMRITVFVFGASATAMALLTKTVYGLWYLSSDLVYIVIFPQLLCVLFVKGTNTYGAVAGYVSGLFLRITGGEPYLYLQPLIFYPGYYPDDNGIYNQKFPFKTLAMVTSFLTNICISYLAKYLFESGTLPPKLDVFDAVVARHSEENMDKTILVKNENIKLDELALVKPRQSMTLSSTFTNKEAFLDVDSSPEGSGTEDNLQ
Kir21 inh – blocks the mouse Kir2.1 inward-rectifier potassium channel. P35561. HEK293-Kir2.1, FluxOR thallium flux fluorescence; stronger effect = lower value. B-score at 10 µM. 310,000 tested, 0.85% active;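 active = fluorescence ratio B-score at or below minus 3 SD of library scores, with starting-brightness B-score within 2 SD, cut at about -4.2 in these data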;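 note: channel flux triggered by added potassium and thallium sulfate stimulus; B-score of peak minus minimum fluorescence over baseline after thallium stimulus; more negative B-score means stronger Kir2.1 block with less thallium influx; some compounds called inactive have numbers as strong as hits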
Target sequence (P35561 whole entry, looked up): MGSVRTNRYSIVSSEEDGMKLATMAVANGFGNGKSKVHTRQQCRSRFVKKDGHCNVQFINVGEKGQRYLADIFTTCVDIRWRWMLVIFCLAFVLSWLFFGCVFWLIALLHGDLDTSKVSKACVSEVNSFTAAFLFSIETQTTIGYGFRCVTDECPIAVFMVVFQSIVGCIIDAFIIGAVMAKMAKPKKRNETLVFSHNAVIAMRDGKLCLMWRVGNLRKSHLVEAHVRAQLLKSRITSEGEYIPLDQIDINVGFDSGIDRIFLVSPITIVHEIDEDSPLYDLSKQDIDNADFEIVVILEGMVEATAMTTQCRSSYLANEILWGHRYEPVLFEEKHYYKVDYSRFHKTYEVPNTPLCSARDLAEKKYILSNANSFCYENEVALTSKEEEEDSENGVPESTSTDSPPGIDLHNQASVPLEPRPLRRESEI
An asterisk follows results filed as active; i = inactive; / = no result given; & = joins results of further samples.

SMILES	CHT inh	Kir21 inh
Cc1ccnc(NS(=O)(=O)c2ccc(NS(=O)(=O)c3ccc(Br)cc3)cc2)n1	i	0.33
COc1ccc(/C=C2\SC(=S)N(CCCC(=O)Nc3ccc(C(=O)O)cc3)C2=O)cc1OC	i	0.22
C/C(=N\NC(=O)c1cccc2ccccc12)c1cccnc1	/	-0.41
O=C(CN1CCN(Cc2ccc3c(c2)OCO3)CC1)Nc1ccc(F)cc1	i	1.2
CCSc1ncc(Cl)c(C(=O)N(Cc2ccc(N(C)C)cc2)C2CCS(=O)(=O)C2)n1 (stereo not given)	/	0.42
O=C(c1ccccc1)c1ccc(CN2C(=O)c3ccccc3C2=O)o1	i	-1.4
O=[N+]([O-])C1=CC=C2C(=NC3(CCCCC3)N2O)C1=NCCc1ccccc1	/	1.6
O=C(O)CSc1nnc(CNc2cccc(C(F)(F)F)c2)n1Cc1ccco1	i	0.42
COc1ccc(CNC(=O)c2ccc(Br)cc2)cc1	i	0.33
CCC1C(=O)N=C(SCC(=O)Nc2ccc(C(=O)OC)cc2)NC1=O (stereo not given)	i	-0.5
c1ccc(Nc2nc(Nc3ccccc3)nc(N3CCNCC3)n2)cc1	i	-0.26
Cc1ccc(S(=O)(=O)Cc2c(C)noc2C)cc1	i	-1.4

Overlap with the part before: 5 compounds, followed by the next part.
SMILES	CHT inh	Kir21 inh
O=C(O)CSc1nnc(CNc2cccc(C(F)(F)F)c2)n1Cc1ccco1	i	0.42
COc1ccc(CNC(=O)c2ccc(Br)cc2)cc1	i	0.33
CCC1C(=O)N=C(SCC(=O)Nc2ccc(C(=O)OC)cc2)NC1=O (stereo not given)	i	-0.5
c1ccc(Nc2nc(Nc3ccccc3)nc(N3CCNCC3)n2)cc1	i	-0.26
Cc1ccc(S(=O)(=O)Cc2c(C)noc2C)cc1	i	-1.4
COc1ccc(-c2cc(-c3ccccc3)c(C#N)c(SCC(=O)Nc3ncc(C)s3)n2)cc1	i	0.09
CCOc1cc(C(=O)NC)cc(OCC)c1OCC	i	1.6
Cc1cc(C(F)(F)F)nc(SCC(=O)NC2=NC(=O)C(C)S2)n1 (stereo not given)	i	2
CCN(CC)CCn1c2ccc(Cl)cc2c2nc(C)sc21	i	1.1
CCn1c(COc2ccc(Cl)cc2)nnc1SCC(=O)Nc1ccc2c(c1)OCO2	i	-0.56
Cc1cc(/C=N/n2cnnc2)c(C)n1-c1ccc(OCc2ccc(F)cc2)cc1	i	-0.13
COc1ccc(-n2c(-c3ccc(Cl)cc3)c[nH]c2=S)cc1	i	1.7
COc1ccc2nc(C)cc(SCC(=O)O)c2c1	i	-1.4&0.54
CCCCCCC(=O)Nc1ccc(C(=O)N2CCCC2)cc1	i	0.79
CCN1C(=O)N(CC)C2NC(=S)NC21 (stereo not given)	i	1.2
Nc1nc(SCC(=O)N2CCCc3ccccc32)[nH]c(=O)c1-c1ccccc1	i	1.9
O=C(Nc1cccc([N+](=O)[O-])c1)c1ccncc1	i	-0.68
CCOc1cccc(NCc2cc3c(C(C)(C)C)nn(-c4ccccc4)c3[nH]c2=O)c1	i	0.14
CC(C)(C)NC(=O)Nc1cccc(Cl)c1Cl	i	-0.09
CN(C)CCCN(C(=O)c1ccc(S(=O)(=O)N2CCCC2)cc1)c1nc2ccc(Br)cc2s1	i	-1.4
COc1ccc(C(=O)NCCc2nnc(SCc3nc4ccccc4c(=O)[nH]3)n2C)cc1	i	-0.85
N#CC1=C(S)N=C(N)C(c2nc(-c3ccccc3)cs2)C12CCCC2 (stereo not given)	i	-3
COC(=O)c1ccc(NCN2C(=O)C3C4CCC(C4)C3C2=O)cc1 (stereo not given)	i	0.3
CCCOc1cccc(-c2cc(C(=O)NNC(=S)NCC)c3ccccc3n2)c1	i	0.58
CCCCN1C[C@H](C)[C@@H](CC(=O)NCc2ccccc2)C1=O	i	0.06
COc1cccc(C(=O)Nc2ccc3[nH]ncc3c2)c1	i	0.02
N#Cc1ccc(NC(=O)c2cc(=O)c3ccccc3o2)cc1	i	-0.09
Cc1nsc2c1ccc1ccccc12	i	-0.66
COc1ccc(CCNc2oc(COc3ccccc3Cl)nc2C#N)cc1OC	i	-1.4
Cc1onc(-c2ccccc2Cl)c1C(=O)N1CCC(Cc2ccccc2)CC1	i	0
S=C(NCCc1ccccc1)Nc1ccc(Cl)cc1	i	0.68
CCN1C(=O)c2ccccc2S(=O)c2ccc(C(=O)N3CCOCC3)cc21 (stereo not given)	i	-0.44
Cc1ccc(C2=Nc3ccccc3N(C(=O)c3ccccc3)C(C)C2)cc1 (stereo not given)	i	0.14
CC1(C)CC(=O)C2=C(C1)N=C1SCCC(=O)N1C2c1cccc([N+](=O)[O-])c1 (stereo not given)	i	-0.18
COc1cccc(N/C=C/C(=O)c2ccc(Cl)cc2)c1	i	0.94
Cn1nnc(C(O)CNCc2cccs2)n1 (stereo not given)	i	1.2
CCn1c(CNC(=O)c2cccc(C)c2)nnc1SCC(=O)NC1CCCC1	i	1.5
CCOC(=O)CN(C(=O)CSc1nnc(-c2ccncc2)n1CCCN(C)C)c1ccccc1	i	-2.2
CS(=O)(=O)Nc1ccc(C(=O)NCCSCc2c(F)cccc2Cl)cc1	i	-0.89
COc1ccccc1C(=O)Nc1ccc2c(c1)CN(C(=O)CSC)CC2	i	-0.4
Cc1cccc(N(CC(=O)NC2CC2)S(=O)(=O)c2ccc(Cl)cc2)c1	i	-0.08
CCOc1cc(OCC)cc(C(=O)NC(=S)Nc2cccc(C(F)(F)F)c2)c1	i	0.26
O=C(Nc1ccc(S(=O)(=O)N2CCOCC2)cc1)c1ccc(Cl)cc1Cl	-6.4*	-0.02
Cc1ccc(C23CC4CC(CC(NC(=O)N5CCN(C)CC5)(C4)C2)C3)cc1	i	-3.8
CCOc1ccc(C2/C(=C(/O)c3ccc(F)cc3)C(=O)C(=O)N2CCCN(C)C)cc1 (stereo not given)	i	-2
Cc1n[nH]c(C)c1S(=O)(=O)N1CCCC(C(=O)NCc2ccccc2Cl)C1 (stereo not given)	i	0.28
CC(=O)N(CCC(Cc1ccccc1)c1ccc2c(c1)OCO2)Cc1ccc(Cl)cc1 (stereo not given)	i	-3.8
CC(=O)Oc1ccc2c(=O)c(/C=N/c3cc(=O)[nH]c(=S)[nH]3)coc2c1	i	-1.7
COc1cccc(C(=O)Nc2cc3c4c(c2)CC(=O)N4CCC3)c1	i	-0.08
Cc1ccc(OCCN2CCN(c3ncnc4sc(C)c(C)c34)CC2)cc1	i	-2.8
Cc1cccc(C(=O)NCC(=O)N2CCN(c3ccc(Cl)cc3)CC2)c1	i	1.4
Cc1nn(-c2ccccc2)c(N)c1C(O)(C(F)(F)F)C(F)(F)F	i	-1
CCc1cc(=O)oc2cc(C)cc(OC(C)C(=O)NC3CC(C)(C)NC(C)(C)C3)c12 (stereo not given)	i	0.26
COC(=O)C1NN=C(C(=O)c2ccc(Br)cc2)C1c1cccc(Br)c1 (stereo not given)	i	0.52
CC(Oc1cc2oc(=O)c3c(c2cc1Cl)CCCC3)C(=O)NCc1cccnc1 (stereo not given)	i	-0.76
COc1ccccc1NC(=O)CCn1c(=O)c2cccn2c2ccccc21	i	-1.4
COc1ccccc1Oc1ccc(N/C=C2/CCCC2=O)cc1	i	0.67
Cc1ccc(CCNC(=O)C2CCC(=O)N(Cc3ccccc3F)C2)o1 (stereo not given)	i	-0.01
COc1cccc(NC(=O)Cc2nnc(SCC(=O)NC(C)c3ccccc3)n2C)c1 (stereo not given)	i	0.73
Clc1cc(Cl)cc(CN2CCSCC2)c1	i	0.7
CCCc1nnc(NC(=O)CCS(=O)(=O)Cc2ccccc2)s1	i	-0.79
CC(=O)c1cnc2cc(-c3ccccc3)nn2c1C	i	0.02
COc1ccc(C(c2c(C)n(C)n(-c3ccccc3)c2=O)c2c(C)n(C)n(-c3ccccc3)c2=O)cc1	i	-0.27
CO/N=C/c1c(-c2ccc(Cl)cc2)nc2cc(C)ccn12	i	1.1
CC(=O)OC1CSC2c3ccccc3C(=O)N2Cc2sccc21 (stereo not given)	i	-0.18

Going on with the list.
SMILES	CHT inh	Kir21 inh
COCc1nnc(NC(=O)CCc2ccc(OC)cc2)s1	i	0.95
CCOc1ccc2nc(N=NC3=C(O)CC(C)(C)CC3=O)sc2c1	i	1.7
Cc1cccc2c1cnn2C(=O)CCC(=O)N1CC(C)CC(C)C1 (stereo not given)	i	0.39
FC(F)(F)c1ccccc1NC(=S)N1CCCC1	i	0.53
CCC(=O)NC(Nc1nc2ccc(C)cc2s1)(C(=O)OC)C(F)(F)F (stereo not given)	i	0.07
CCC(C)(C(=O)NC1CCCCC1)N(Cc1cccs1)C(=O)Cc1cccs1 (stereo not given)	i	-1.7
O=C(N/N=C\C=C\c1ccco1)c1cc(-c2ccc3ccccc3c2)n[nH]1	i	-1.5
Nc1cc(C(=O)OCC(=O)NC(c2ccccc2)c2ccccc2)ccc1Cl	i	0.13
COc1cc2cc(CN(CCO)S(=O)(=O)c3ccccc3)c(=O)[nH]c2cc1OC	i	-0.22
O=C(Nc1cccc(C(F)(F)F)c1)c1cccc(NS(=O)(=O)c2ccc(Br)c(C(=O)O)c2)c1	i	1.4
COCCn1c(SCc2csc(-c3ccccc3)n2)nc2ccccc21	i	-0.44
Cc1cccc(N(Cc2cc3ccc(C)cc3[nH]c2=O)C(=O)c2ccco2)c1	i	0

6 of the compounds above, bar-delimited:
structure | CHT inh | Kir21 inh
CCC(C)(C(=O)NC1CCCCC1)N(Cc1cccs1)C(=O)Cc1cccs1 (stereo not given) | i | -1.7
O=C(N/N=C\C=C\c1ccco1)c1cc(-c2ccc3ccccc3c2)n[nH]1 | i | -1.5
Nc1cc(C(=O)OCC(=O)NC(c2ccccc2)c2ccccc2)ccc1Cl | i | 0.13
COc1cc2cc(CN(CCO)S(=O)(=O)c3ccccc3)c(=O)[nH]c2cc1OC | i | -0.22
O=C(Nc1cccc(C(F)(F)F)c1)c1cccc(NS(=O)(=O)c2ccc(Br)c(C(=O)O)c2)c1 | i | 1.4
COCCn1c(SCc2csc(-c3ccccc3)n2)nc2ccccc21 | i | -0.44

Following part:
SMILES	CHT inh	Kir21 inh
COc1cccc(NC(=O)CNCc2ccccc2)c1	i	1.6
CCN(CC)C(=O)COc1ccc(-c2ccccc2)cc1	i	0.45
CCOc1ccc(CNC(=O)CCc2cn(C)c3ccccc23)cc1OC	i	-1.9
COc1ccc(C(=O)NC2(C(F)(F)F)C(=O)Nc3c2c(=O)[nH]c(=O)n3CCc2ccc(OC)c(OC)c2)cc1 (stereo not given)	i	-0.91
CCOc1ccc(-c2ccc(/C=C3/C(=N)N4C(C)=CSC4=NC3=O)o2)c([N+](=O)[O-])c1	i	-0.18
O=C(NCCC1CCCCN1S(=O)(=O)c1ccc(F)cc1)C(=O)NC1CC1 (stereo not given)	i	-0.27
O=C(CSc1nc2c(c(=O)[nH]1)CCC2)Nc1cccc(Cl)c1	i	0.29
Cc1ccnc(NS(=O)(=O)c2ccc(NC(=O)Cc3cccs3)cc2)n1	i	0.6
O=C(O)c1cc(NCc2c(F)cccc2Cl)ccc1N1CCOCC1	i	1.5
O=C(CNC(=O)C12CC3CC(CC(C3)C1)C2)OCc1cc(=O)n2cc(Br)ccc2n1	i	-0.45
CCOC(=O)c1cc(NC(=O)N(CC)C2CCCCC2)c(C)nc1C	i	0.57
O=C(NN1C(=O)c2ccccc2NC1c1ccoc1)c1ccccc1 (stereo not given)	i	-0.54
CCN(CC)c1ncnc2c1cnn2Cc1ccc(C)cc1	i	-0.16
CC(=O)Nc1ccc(-c2csc(NC(=O)CC(NC(C)=O)c3ccccc3)n2)cc1 (stereo not given)	i	-0.78
CCCC(=O)N(Cc1cc2cccc(C)c2[nH]c1=O)c1ccccc1OC	i	1.9
O=C(Nc1ccccc1)OCCNC(=O)c1ccccc1	i	0.31
Cc1cc(C)nc(NS(=O)(=O)c2ccc(NC(=S)NC(=O)c3cccnc3)cc2)n1	i	-0.01
CC(O)CNc1nc2c(c(=O)n(Cc3ccc(Cl)c(Cl)c3)c(=O)n2C)n1C (stereo not given)	i	-0.96
Cn1c(N)c(C(=O)CSc2ccc3c(c2)OCCO3)c(=O)n(C)c1=O	i	-0.1
CCOc1ccccc1NC(=O)Cn1cnc2c(nnn2-c2cccc(OC)c2)c1=O	i	-2.7
COc1ccc(C2/C(=C(/O)c3ccccc3)C(=O)C(=O)N2CCO)cc1 (stereo not given)	i	-2
CC(CCc1ccccc1)NC(=O)CCC(=O)N1CCC(C(N)=O)CC1 (stereo not given)	i	1
Nc1c(-c2ccsc2)cnc2ncnn12	i	-0.52
O=C(O)CCC(=O)NCc1ccc(F)cc1	i	1.7

Another view of two compounds above.
> CC(CCc1ccccc1)NC(=O)CCC(=O)N1CCC(C(N)=O)CC1 (stereo not given)
  CHT inh: i | Kir21 inh: 1

> Nc1c(-c2ccsc2)cnc2ncnn12
  CHT inh: i | Kir21 inh: -0.52

Remaining list, next part:
SMILES	CHT inh	Kir21 inh
C=CCn1c(SCC(=O)O)nnc1-c1ccccc1	i	0.43
CCOC(=O)C1=C(CSc2nc3ccccc3s2)NC(=O)NC1c1ccc(OC)cc1 (stereo not given)	i	-1.4
O=S(=O)(c1ccc2nc(-c3ccccc3)[nH]c2c1)N1CCN(c2ccc(Cl)cc2)CC1	i	0.67
C=C(C)C1CC=C(C)/C(=N/NC(=O)COc2cccc(C)c2)C1 (stereo not given)	i	-0.48
COc1ccc(-n2nc3c(c2NC(=O)C(C)Oc2ccccc2)CS(=O)C3)cc1 (stereo not given)	i	-1.1
CNc1ccc(SC#N)cc1	i	1.8
CCN(CC)C(=O)CSc1nc2ncc(Cl)cc2[nH]1	i	0.03
Oc1ccc(Cl)cc1C1=NNC(c2ccc(Cl)cc2)C1 (stereo not given)	i	0.28
O=S(=O)(Nc1cccnc1)c1ccc(Cl)c(C(F)(F)F)c1	i	-0.61
Cn1cccc1/C=C1\SC(=O)N(c2ccc(O)cc2)C1=O	i	0.65
Cc1cc(Cl)cc(C)c1OCCn1ccnc1	i	-3.1
CCOC(=O)C1CCCN(C(=O)c2ccccc2[N+](=O)[O-])C1 (stereo not given)	i	-0.75
CCS(=O)(=O)Nc1c(C(=O)O)[nH]c2ccccc12	i	0.84

From PubChem
